L3MBTL1 inh = qHTS Assay for the Inhibitors of L3MBTL1; Potency, µM (titrated, usually from 57.1 µM), for the others: top-dose activity, negative = inhibition, most hits filed as inhibitors; Lethal(3)malignant brain tumor-like protein 1 (Homo sapiens), Q9Y468; AlphaScreen L3MBTL1–H3K9me1 peptide binding; 230,000 tested, 0.66% active; also: nearly all actives have a fitted effect of over 60% in size
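AlphaScreen proximity signal between nickel-chelate acceptor and streptavidin donor beads (final 10 ug/mL) reports binding of 50 nM L3MBTL1 to 75 nM biotin-H3 K9me1 peptide; complex incubated with compounds 30 min at room temperature; cefsulodin titration as control.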
Tau fibril FP = qHTS for Inhibitors of Tau Fibril Formation, Fluorescence Polarization | K18 P301L tau heparin fibrillization, Alexa594 FP, 6 h | AID 1468, 2008 | 280,000 tested, 0.39% active | Potency, µM (titrated, usually from 57.7 µM), inactives show at the highest dose activity, negative = inhibition, usual class: inhibitors | Microtubule-associated protein tau (Homo sapiens), P10636; also: nearly all actives have a fitted effect of over 55% in size
Target sequence (P10636 561-689 P618L limits assumed): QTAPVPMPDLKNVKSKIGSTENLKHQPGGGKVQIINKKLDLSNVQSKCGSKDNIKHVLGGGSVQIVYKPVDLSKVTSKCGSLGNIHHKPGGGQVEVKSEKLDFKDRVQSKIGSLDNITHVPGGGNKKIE
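K18 P301L tau (15 uM unlabeled/0.24 uM Alexa 594-labeled, final) + compound + heparin 20 uM final; 100 mM NaOAc pH 7; 6 hr 37 C; ThT 30 uM final added, 1 hr RT; FP ex 555/em 632 nm.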
RECQ1 helicase = qHTS Assay for Inhibitors of RecQ-Like Dna Helicase 1 (RECQ1); 240,000 tested, 0.54% active; AID 2549, 2010; Potency, µM (highest dose often 57.3 µM), for the others: at the highest dose activity, negative = inhibition, actives largely listed as inhibitors; RECQ1 DNA unwinding, red fluorescence kinetic read;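 also: plate controls were vehicle for no effect and no enzyme for full effect; nearly all actives have a fitted effect of over 30% in size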
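RECQ1T1 50 nM; forked duplex (20 bp + 30-nt ss tails) 200 nM, ATP 2 mM final; pH 8.0, 2 mM MgCl2, 2.5 ug/ml poly(dI-dC); 15 min compound preincubation; discontinuous kinetic read over 2 h at RT.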
RGS12 GoLoco inh = qHTS Assay for Inhibitors of RGS12 GoLoco Motif Activity (Red Fluorophore); Guanine nucleotide-binding protein G(i) subunit alpha-1 (Homo sapiens), P63096; Gai1:RGS12 GoLoco peptide FP, rhodamine, 10 min; Potency, µM (top dose mostly 61.6 µM), for inactives: at the highest dose activity, negative = inhibition, most hits filed as inhibitors; 230,000 tested, 0.44% active; AID 880, 2007; active = well fitted inhibition curve with a large enough effect, not every such curve was filed as active; inactive = no such curve, though single readings can be large or run the other way; also: nearly all actives have a fitted effect of over 30% in size; many of its hits are not listed in these tables
Target sequence (P63096 whole entry, looked up): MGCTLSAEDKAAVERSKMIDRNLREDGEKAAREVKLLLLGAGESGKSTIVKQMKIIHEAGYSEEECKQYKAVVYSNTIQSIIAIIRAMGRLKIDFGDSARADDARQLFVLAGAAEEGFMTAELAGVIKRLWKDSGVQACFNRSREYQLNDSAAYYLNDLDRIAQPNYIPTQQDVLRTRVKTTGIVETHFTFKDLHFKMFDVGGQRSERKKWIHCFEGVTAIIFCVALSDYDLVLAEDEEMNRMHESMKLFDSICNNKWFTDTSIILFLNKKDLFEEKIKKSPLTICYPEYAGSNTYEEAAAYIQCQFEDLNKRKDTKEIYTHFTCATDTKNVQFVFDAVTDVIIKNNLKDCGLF
KDM4E inh = qHTS Assay for Inhibitors of Human Jumonji Domain Containing 2E (JMJD2E); 230,000 tested, 1.6% active; JMJD2E catalytic domain, FDH-coupled NADH fluorescence (FDH is formaldehyde dehydrogenase); Potency, µM (titrated, usually from 57.1 µM), inactives show at the highest dose activity change, negative = inhibition, usual class: inhibitors; Lysine-specific demethylase 4E (Homo sapiens), B2RXH2; active = well fitted inhibition curve with a large enough effect, not every such curve was filed as active; inconclusive = small, poorly fitted or top-dose-only effect, or another doubt; inactive = no such curve, though single readings can be large or run the other way;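 also: 0% = wells with enzyme and -100% = buffer wells without enzyme; nearly all actives have a fitted effect of over 50% in size; many of its hits are not listed in these tables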
Target sequence (B2RXH2 1-337 limits assumed): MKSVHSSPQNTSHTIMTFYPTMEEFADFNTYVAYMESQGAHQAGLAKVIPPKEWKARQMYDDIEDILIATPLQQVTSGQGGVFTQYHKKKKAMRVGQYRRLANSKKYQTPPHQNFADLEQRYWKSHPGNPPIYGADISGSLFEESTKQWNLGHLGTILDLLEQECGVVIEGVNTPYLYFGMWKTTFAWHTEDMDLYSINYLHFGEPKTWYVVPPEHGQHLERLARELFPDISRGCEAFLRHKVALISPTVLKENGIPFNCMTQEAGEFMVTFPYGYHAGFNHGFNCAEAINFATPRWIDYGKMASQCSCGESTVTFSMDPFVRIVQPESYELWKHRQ
Tau fibril ThT = qHTS for Inhibitors of Tau Fibril Formation, Thioflavin T Binding | Potency, µM (series often up to 57.4 µM), for the others: top-dose activity, negative = inhibition, usual class: inhibitors | recombinant tau K18 P301L (four-repeat tau fragment), heparin-induced fibrillization, ThT fluorescence | Microtubule-associated protein tau (Homo sapiens), P10636 | 270,000 tested, 2.1% active; also: nearly all actives have a fitted effect of over 55% in size
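Heparin-induced (20 uM) aggregation of recombinant human K18 P301L tau, 15 uM unlabeled with 0.24 uM labeled, pH 7 acetate buffer, 6 hr at 37 C with compound. Fibrils quantified by 30 uM ThT fluorescence after 1 hr ambient incubation.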
TRb SRC2 PPI = qHTS for Inhibitors of the Interaction of Thyroid Hormone Receptor and Steroid Receptor Coregulator 2; Thyroid hormone receptor beta (Homo sapiens), P10828; TRbeta-SRC2 peptide binding, fluorescence polarization; receptor liganded with 1 µM T3; Potency, µM (highest dose often 106 µM), for inactives: top-dose activity change, negative = inhibition, hits mostly inhibitors; 280,000 tested, 0.065% active;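 also: plate controls were bound peptide for no effect and peptide without receptor for full effect; nearly all actives have a fitted effect of over 50% in size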
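Human TRb LBD (0.6 uM) plus Texas Red-labeled SRC2 peptide (20 nM), 1uM T3, 5% DMSO, 5 hr at ambient temperature. Decreased polarization (555/632 nm) flags inhibition; data normalized to free and bound peptide controls.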
TexasRed fluor = Total Fluorescence Counterscreen for Inhibitors of the Interaction of Thyroid Hormone Receptor and Steroid Receptor Coregulator 2 | TRb/SRC2 Texas Red total fluorescence interference | Potency, µM (titrated, usually from 106 µM), without a hit: at the highest dose fluorescence change, negative = quenching | 280,000 tested, 0.29% active; active = well fitted curve in either direction with a large enough effect; inconclusive = small, poorly fitted or top-dose-only effect
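Human TRβ ligand-binding domain (0.6 uM) and Texas Red SRC2 peptide (20 nM) in Tris buffer with 1 uM T3 and 5% DMSO were incubated with pinned compound for 5 hr at ambient temperature. Total fluorescence was computed as S + 2P (555/632 nm).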
* marks the source's active call; other numbers are inactive results; i = inactive; u = inconclusive; x = not tested or not shown; [ ] = remark or other dose. Unless noted, calls follow the shape of the dose curve; as a rule, active = well fitted curve in the direction sought with a large enough effect; inconclusive = small, poorly fitted or top-dose-only effect, or another doubt; inactive = no such curve, though single readings can be large; an effect the other way counts as inactive or inconclusive. Unless noted, % is scaled to controls: 0 for no effect and ±100 for the full control effect; potency is read from the fitted curve at half-maximal effect.

SMILES	L3MBTL1 inh	Tau fibril FP	RECQ1 helicase	RGS12 GoLoco inh	KDM4E inh	Tau fibril ThT	TRb SRC2 PPI	TexasRed fluor
Cc1nc(NC(=O)/C=C/c2ccc(C(C)(C)C)cc2)sc1C(=O)N(C)C	2%	-7%	-2%	-4%	u	-14%	4%	-6%
CCOCCCNc1ccc(N2C(=O)C3CCCCC3C2=O)cc1[N+](=O)[O-] (stereo unspecified)	x	-3%	i	4%	-1%	u	-2%	0%
COc1cc(NC(=O)c2ccc(C)c(Cl)c2)ccc1NC(=O)c1cc2ccccc2o1	x	-6%	x	x	x	-24%	10%	-4%
CCCCCC(=O)NC(=S)Nc1ccc(NC(=O)c2ccco2)cc1	1%	-11%	1%	0%	6%	-16%	6%	-4%
CCOC(=O)N1CCN(C(=O)CN(c2ccc(C)cc2C)S(=O)(=O)c2ccccc2)CC1	x	2%	x	x	x	-9%	2%	-2%
O=C(COC(=O)/C=C/c1ccccc1Cl)NCc1ccccc1	u	3%	7%	0%	-1%	4%	5%	0%
COC(=O)c1cc(-c2c(C)oc3cc(OC(C)C)ccc3c2=O)c(C)o1	-5%	2%	i	-9%	5%	-9%	-1%	0%
COc1cccc(N2CCN(C(=O)C3CCC(CNS(=O)(=O)c4ccc(Br)s4)CC3)CC2)c1 (stereo unspecified)	x	u	x	x	x	-13%	7%	-2%
COC(=O)c1ccc(-c2noc(CN3C[C@H]4CC[C@H]3C4)n2)cc1	1%	-3%	i	5%	1%	-8%	-6%	0%
Cc1sc2ncn(CC(=O)N3CCN(c4ccc(F)cc4)CC3)c(=O)c2c1S(=O)(=O)N1CCCCC1	x	0%	x	x	x	-6%	-5%	-1%
CCOc1ccc(OCCN2C(=O)NC3(CCCc4ccccc43)C2=O)cc1 (stereo unspecified)	-4%	5%	-1%	-68%	2%	-15%	0%	-5%
CCOCCc1nnc(NC(=O)COC)s1	-9%	5%	-2%	16%	3%	-3%	17%	0%
CCn1cc(S(=O)(=O)N2CCN(Cc3ccc(F)cc3)CC2)cn1	2%[11.4 µM]	-3%	-8%	4%	-3%	4%	6%	-2%
Clc1ccc2nnnc(-c3ccccc3)c2c1	3%	-4%	-5%	1%	2%	u	-4%	4%
CCN(c1ccc(C)cc1C)S(=O)(=O)c1nnc(NC(=O)c2ccc(F)cc2)s1	x	-10%	x	x	x	-13%	-2%	-6%
CCCCc1ccc(-n2c(Cc3cccs3)n[nH]c2=S)cc1	-13%	6%	i	-9%	-14%	-4%	-7%	-2%
CC(C)CC(C(=O)Nc1ccc2c(c1)OCCO2)N1C(=O)c2ccccc2C1=O (stereo unspecified)	-5%	-2%	-8%	4%	-8%	3%	-8%	1%
CC(C)=CCC(C)(C)/C=N/NC(N)=O	x	10%	20%	10%	1%	16%	-4%	-2%
O=C1C2C3C=CC(C3)C2C(=O)N1/N=C/c1cc(Br)cc([N+](=O)[O-])c1O (stereo unspecified)	-4%	-2%	-14%	7%	5%	7.9µM*	-13%	-6%
O=C(c1ccco1)N1CCN(C(=O)c2cc(-c3ccccc3)nc3ccccc23)CC1	0%	9%	0%	3%	-6%	3%	-9%	-2%
CCOC(=O)N1CCN(c2c(N3CCN(c4ccccc4OC)CC3)c(=O)c2=O)CC1	3%	-6%	-11%	4%	-7%	-9%	-9%	1%
CC(=O)c1cc(-c2ccccc2)n(CCC(=O)NC2CCCC2)c1C	x	4%	-11%	-3%	0%	-10%	-2%	1%
CCOc1cc(N2CCOCC2)c(OCC)cc1NC(=O)c1ccc(=O)n(Cc2ccccc2)n1	-8%	0%	-1%	3%	2%	-11%	2%	1%
CCc1cc(=O)oc2cc3occ(-c4ccc(OC)c(F)c4)c3cc12	10%	-18%	-12%	9%	u	-8%	10%	0%
CC1=C(C(=O)OCC2CCCCC2)C(c2ccccc2F)CC(=O)N1 (stereo unspecified)	x	7%	x	x	x	-7%	-3%	2%
COc1ccccc1C(=O)Nc1ccccc1C(=O)N1C(C)CCCC1C (stereo unspecified)	-8%	5%	13%	-4%	-2%	1%	-9%	-1%
Cc1cc(NC(=O)NCc2ccc3c(c2)CCN3C(=O)c2ccccc2)ccc1Br	x	u	x	x	x	-6%	3%	-1%
Cc1ccc(C(=O)Nc2ccc(C(=O)N/N=C/c3c[nH]c4ccccc34)cc2)cc1	-6%	11%	-11%	7%	u	13µM*	5%	-10%
O=S(=O)(Cc1ccccc1Cl)NCCOc1ccccc1	8%	-7%	i	-2%	5%	-6%	-9%	1%
O=C(OCc1cncs1)c1ccccc1	11%	5%	15%	8%	12%	-3%	-9%	0%
COc1ccc(NC(=O)c2cc(=O)c3ccccc3o2)cn1	-4%	9%	-9%	27%	-6%	u	-17%	1%
O=C1N/C(=N/S(=O)(=O)Cc2ccccc2)S/C1=C/c1ccc2c(c1)OCO2	10%	1%	-9%	17%	-15%	-4%	-1%	-3%
CCCc1[nH]nc2c1C(c1cc(OC)ccc1F)C(C#N)=C(N)O2 (stereo unspecified)	-1%	-1%	-15%	4%	-5%	-11%	8%	0%
COC(=O)c1c(-c2ccccc2Cl)noc1-c1cnc(N)nc1C(F)(F)F	x	-6%	15%	2%	u	-4%	3%	-1%
N#Cc1cc([N+](=O)[O-])ccc1Oc1cccc(/C=N/NC(=O)c2ccc(Cl)cc2)c1	x	-11%	-6%	8%	0%	-6%	-9%	-2%
Brc1cccc(-c2nnco2)c1	-6%	3%	14%	0%	6%	7%	-19%	2%
COc1cc(C2C(C#N)=C(N)Oc3c2oc(CO)cc3=O)cc(OC)c1OC (stereo unspecified)	-3%	2%	-2%	9%	u	-2%	-14%	2%
CC(=O)N1CCc2cc(Br)cc(S(=O)(=O)CCC(=O)NCc3ccc(F)cc3)c21	x	-2%	x	x	x	2%	10%	-2%
CCn1c(CSc2nc3ccccc3s2)nnc1SCC(=O)c1ccc(O)c(O)c1	x	-3%	7.9µM*	4%	14µM*	u	3%	-4%
Cc1cccc(O)c1C	-6%	x	-1%	1%	x	x	1%	1%

Complete entries, looked up by structure:
`COc1ccc(NC(=O)c2cc(=O)c3ccccc3o2)cn1` as listed: L3MBTL1 inh = -4%; Tau fibril FP = 9%; RECQ1 helicase = -9%; RGS12 GoLoco inh = 27%; KDM4E inh = -6%; Tau fibril ThT = u; TRb SRC2 PPI = -17%; TexasRed fluor = 1%
`Cc1cccc(O)c1C` as listed: L3MBTL1 inh = -6%; Tau fibril FP = x; RECQ1 helicase = -1%; RGS12 GoLoco inh = 1%; KDM4E inh = x; Tau fibril ThT = x; TRb SRC2 PPI = 1%; TexasRed fluor = 1%

(list continues)
SMILES	L3MBTL1 inh	Tau fibril FP	RECQ1 helicase	RGS12 GoLoco inh	KDM4E inh	Tau fibril ThT	TRb SRC2 PPI	TexasRed fluor
CC(C)(C)C(=O)NC(=S)Nc1ccc(C(F)(F)F)cc1	x	-8%	10%	-14%	-16%	x	2%	-2%
CC1C/C(=C/c2ccco2)C(=O)/C(=C/c2ccco2)C1 (stereo unspecified)	3.2µM*	u	6%	17%	25%	25µM*	-3%	-1%
Nc1[nH]nc2nc(N3CCOCC3)nc(-c3ccccc3)c12	-6%	0%	-10%	x	4%	0%	8%	-1%
Cc1ccc(-c2nc(Nc3cccc(C)c3)sc2CC(=O)O)cc1	22%	5%	i	2%	u	u	3%	2%
Cc1ccc(NC(=O)c2ccccc2)cc1	6%	-4%	-2%	9%	5%	u	4%	1%
Cc1nnc(-c2cnn(-c3ccccc3)c2N)n1Cc1ccncc1	-1%	6%	-3%	0%	2%	-5%	3%	-5%
c1ccc(-c2ccc(-c3ccccn3)nn2)nc1	3.5µM*	-15%	0%	14%	u	-8%	-5%	-7%
COc1ccc(Cl)cc1NC(=S)N1CCN(C(=O)C2CCCO2)CC1 (stereo unspecified)	-3%	-3%	4%	5%	8%	-11%	-10%	1%
CCN(C(=O)COC(=O)c1cccn1C)C1CCS(=O)(=O)C1 (stereo unspecified)	x	3%	i	11%	6%	-8%	-6%	0%
O=C(COC(=O)CNS(=O)(=O)/C=C/c1ccccc1)NC1CCS(=O)(=O)C1 (stereo unspecified)	6%	2%	-4%	-9%	3%	4%	8%	6%
O=C(CSc1nc(-c2ccco2)cc(C(F)(F)F)n1)N1CCc2ccccc2C1	44%[activator][11.4 µM]	2%	5%	-5%	u	u	-11%	1%
COc1ccc(-c2cc(=O)c3c(O)cc(O[C@@H]4OC(COC5OC(C)C(O)C(O)[C@@H]5O)C(O)C(O)C4O)cc3o2)cc1 (stereo partly specified)	x	-2%	-6%	6%	4%	0%	-3%	-1%
Cc1ccc(OCC(=O)N2CCc3ccccc32)c([N+](=O)[O-])n1	-4%	-2%	-8%	-5%	6%	-7%	2%	-1%
Cc1ccc(NC(=O)c2ccc3c(c2)NC(=O)c2ccccc2S3)cc1	x	u	x	x	x	11%	12%	-6%
CCOc1ccc(NC(=O)NC2CC(=O)N(c3ccc(OC)cc3)C2)cc1 (stereo unspecified)	x	u	1%	-3%	-8%	-15%	8%	-3%
CCOC(=O)c1c(-c2ccc(C)cc2)csc1NC(=O)CCN1CCOCC1	-9%	2%	-9%	-4%	32µM*	-5%	0%	8%
O=C(CN1C(=O)NC2(CCc3ccccc32)C1=O)Nc1ccc(N2CCOCC2)cc1 (stereo unspecified)	x	10%	-14%	-1%	-2%	-21%	-9%	-4%

Some of the compounds tested (hit frequency here may not be typical).
